# USP1 inh = USP1/UAF1 (human) deubiquitinase inhibition; actives 0.23% (n = 390,000); recombinant USP1/UAF1, Ub-Rhodamine cleavage fluorescence; O94782; Potency, µM (highest dose often 57.1 µM), without a hit: top-dose activity change, negative = inhibition, hits mostly inhibitors; also: potency is read from the fitted curve at half-maximal effect; % is scaled to controls: 0 for no effect and ±100 for the full control effect; nearly all actives have a fitted effect of over 60% in size; inactives centre near -12
# Target sequence (O94782 whole entry, looked up): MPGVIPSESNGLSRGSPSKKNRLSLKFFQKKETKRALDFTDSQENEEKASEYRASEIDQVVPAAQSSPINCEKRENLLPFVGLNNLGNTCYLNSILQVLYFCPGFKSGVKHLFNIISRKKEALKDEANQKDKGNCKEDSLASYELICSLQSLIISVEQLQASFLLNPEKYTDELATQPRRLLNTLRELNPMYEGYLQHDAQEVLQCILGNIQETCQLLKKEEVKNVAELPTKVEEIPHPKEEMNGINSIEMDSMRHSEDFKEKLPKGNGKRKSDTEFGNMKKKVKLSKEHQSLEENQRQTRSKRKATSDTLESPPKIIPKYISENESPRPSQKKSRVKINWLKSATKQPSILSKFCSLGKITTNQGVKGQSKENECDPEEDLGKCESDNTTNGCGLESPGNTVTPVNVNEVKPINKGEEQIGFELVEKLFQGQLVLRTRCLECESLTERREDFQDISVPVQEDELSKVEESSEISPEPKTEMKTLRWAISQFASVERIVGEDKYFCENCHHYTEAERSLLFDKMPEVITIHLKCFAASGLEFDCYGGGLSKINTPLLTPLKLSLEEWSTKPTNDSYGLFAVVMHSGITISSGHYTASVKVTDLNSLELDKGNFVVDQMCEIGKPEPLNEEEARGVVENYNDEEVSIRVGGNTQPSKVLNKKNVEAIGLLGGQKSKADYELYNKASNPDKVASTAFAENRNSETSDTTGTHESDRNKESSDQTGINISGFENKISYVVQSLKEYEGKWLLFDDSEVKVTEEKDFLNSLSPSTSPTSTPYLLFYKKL
#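 USP1/UAF1 complex (1 nM) preincubated 15 min at room temperature with compound, then Ub-Rho substrate (150 nM final) added. Kinetic fluorescence at 480/540 nm over 6 reads at 60 s intervals; 50 mM HEPES pH 7.8, 0.5 mM EDTA, 0.1 mg/ml BSA, 1 mM TCEP, 0.01% Tween-20.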
# TRHR agonist = activates the human TRH receptor; actives 0.18% (n = 360,000); activation, % at 2 µM; AID 493084; TRHR cells, calcium flux fluo-8, FDSS agonist mode; in the data active = activation above about 30%; also: 0% is about no effect
#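 Agonist-mode FDSS calcium read (Ex 480/Em 530, 1 s cycles) in 1536-well TRHR cells with fluo-8 dye, after 10-cycle baseline and 23 nL compound addition; TRH at EC20 (10 nM final) added afterwards for the enhancer phase.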
# D2 ag = agonists of human D2 dopamine receptor; activation, % at 2 µM; HEK293 T-REx D2 cells, calcium flux agonist mode; P14416; actives 0.53% (n = 340,000);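 active = activation over 3 SD above normal in the single-dose calcium agonist read, cut at about 30% in these data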; also: 0% is about no effect
#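 Tetracycline-induced HEK293 T-REx cells with force-coupled D2 receptor, plated overnight at 30 C, loaded with no-wash calcium dye. After a 10 s baseline, compound was pin-added and calcium flux read kinetically for 180 s; calcium rises flagged agonists.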
# TrxR1 substrate = is turned over as a substrate by rat TrxR1; O89049; purified TrxR1 substrate turnover, NADPH consumption readout; Potency, µM (doses to about 114 µM), for the others: at the highest dose activity change, negative = substrate turnover; actives 0.01% (n = 390,000); AID 588456; also: potency is read from the fitted curve at half-maximal effect; % is scaled to controls: 0 for no effect and ±100 for the full control effect; nearly all actives have a fitted effect of over 50% in size
#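 Rat TrxR1, dispensed at 90 nM, was prereduced with 400 uM NADPH (final) for 5 min at ~22 deg C, then incubated with compound 15 min before 400 uM selenite. A first-read NADPH fluorescence drop versus no-compound background flagged substrates.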
# TrxR1 inh = blocks rat thioredoxin reductase 1; O89049; recombinant rTrxR1, NADPH fluorescence consumption, selenite substrate; Potency, µM (top dose mostly 114 µM), without a hit: at the highest dose activity change, negative = inhibition, most hits filed as inhibitors; actives 1% (n = 390,000); AID 588453; also: potency is read from the fitted curve at half-maximal effect; % is scaled to controls: 0 for no effect and ±100 for the full control effect; nearly all actives have a fitted effect of over 65% in size
#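 Rat TrxR1 (90 nM in the dispensed reagent) was pre-reduced with 400 uM NADPH for 5 min at room temperature, then incubated with compound for 15 min. After 400 uM selenite was added, NADPH fluorescence (Ex 340/Em 450 nm) was followed for 8 min.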
# D2 antag = antagonists of human D2 dopamine receptor; P14416; HEK293 TREx D2 cells, calcium flux, dopamine EC80; inhibition, % at 10 µM; actives 2% (n = 340,000); AID 485344; in the data active = inhibition above about 30%; also: 0% is about no effect
#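 Dopamine at EC80 is the agonist stimulus; test compounds precede it by 180 s. Calcium flux read kinetically in a force-coupled, inducible HEK293 T-REx D2 cell line.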
# PI4K2A block = PI4K2A (human) kinase inhibition; activity change, negative = inhibition, % at 76.9 µM; actives 0.13% (n = 420,000); purified PI4K2A, ADP-Glo luminescence, 1 h; active compounds read low; Q9BTU6; in the data active = activity change below about -50%; inconclusive = mostly about -30% to -49%;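 also: -100% = wells without enzyme as full effect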
#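 In this quantitative HTS, ADP production by PI4K2A was quantified luminescently after 1 h at ambient temperature; 100 microM adenosine served as plate-quality control.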
# TRHR PAM = TRH receptor (human) allosteric enhancement. P34981. AID 493056. TRHR cells, fluo-8 calcium fluorescence, EC20 TRH enhancement. enhancement, % at 2 µM. actives 0.66% (n = 360,000); in the data active = enhancement above about 30%; also: 0% is about no effect
#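 TRHR-expressing cells loaded with fluo-8 calcium dye were read kinetically (ex 480/em 530) during compound addition, then stimulated with an EC20 of TRH (10 nM final). Enhancement of the Gq-mediated intracellular calcium response was scored.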
# IDH1 R132H inh = human IDH1 R132H inhibition; O75874; IDH1-R132H enzyme, NADPH consumption, diaphorase/resazurin fluorescence; Potency, µM (doses to about 76.6 µM), inactives show at the top dose activity change, negative = inhibition, usual class: inhibitors; actives 0.093% (n = 390,000); AID 602179; also: potency is read from the fitted curve at half-maximal effect; % is scaled to controls: 0 for no effect and ±100 for the full control effect; nearly all actives have a fitted effect of over 65% in size
#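 IDH1-R132H (0.5 ug/mL) preincubated 30 min with compound, then NADPH (0.016 mM) and alpha-KG (2 mM) added; 80 min at RT, pH 7.5. Remaining NADPH coupled via diaphorase/resazurin to fluorescence (540/590 nm); concentration-response curves normalized to no-enzyme control.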
# The depositor's hits bear a star; ? = inconclusive; . = no result given; [ ] = another dose, or the depositor's remark. Unless noted, calls follow the shape of the dose curve; as a rule, active = well fitted inhibition curve with a large enough effect; inconclusive = small, poorly fitted or top-dose-only effect; inactive = no such curve, though single readings can be large or run the other way. Compounds as they come; about 3.9% have a hit in one of these screens.
[1] O=C(Nc1nccs1)c1nc[nH]c1C(=O)N1CCN(c2ccccc2)CC1
[2] COC(=O)C1=C(O)/C(=C/c2ccc(OCC(=O)Nc3ccccc3)cc2)N=C1C
[3] CCOC(=O)NC1(C(F)(F)F)C(=O)NC(C)=C1C#N (stereo unspecified)
[4] CCCCOC(=O)c1nnc(-c2ccccc2)o1
[5] CC(C)(C)c1ccc(OCCC(=O)OCC(=O)Nc2cccnc2Cl)cc1
[6] CCOC(=O)c1c(O)c(O)c(C(=O)OCC)n1-c1ccccc1
[7] C=CCn1c(SCC(=O)Nc2cc(OC)c(NC(=O)c3ccco3)cc2OC)nnc1-c1ccncc1
[8] O=C1CC(c2cccs2)c2cc3c(cc2N1)OCO3 (stereo unspecified)
assay / entry | 1 | 2 | 3 | 4 | 5 | 6 | 7 | 8
USP1 inh | -27% | -27% | -12% | -8% | -19% | -3% | -6% | -15%
TRHR agonist | . | 5.1 | -1.1 | -0.2 | 0.1 | -0.2 | -0.8 | .
D2 ag | . | 0.9 | 0.0 | 0.2 | 0.0 | -2.2 | -0.8 | .
TrxR1 substrate | 12% | -20% | -7% | -4% | -8% | -3%[57.1 µM] | -2%[0.457 µM] | -2%[57.1 µM]
TrxR1 inh | 30%[57.1 µM] | -32% | 10%[57.1 µM] | -11% | ? | -26%[57.1 µM] | 10%[57.1 µM] | -1%[57.1 µM]
D2 antag | . | -2 | 15 | -4 | -16 | -13 | -3 | .
PI4K2A block | -11 | -5 | -5 | -4 | 2 | -5 | 5 | -3
TRHR PAM | . | 5 | 0 | 1 | 6 | -8 | -1 | .
IDH1 R132H inh | 9% | -7% | 1% | -7% | 3% | 9% | 2% | 3%

[9] CNS(=O)(=O)c1ccc(C)c(S(=O)(=O)NC)c1
[10] O=C(COc1c(Cl)cc(Cl)cc1Cl)c1ccc(Cl)cc1
[11] CC1CCc2sc(-c3n[nH]c(=S)o3)cc2C1 (stereo unspecified)
[12] O=C1CSC(=S)N1CC1CCCO1 (stereo unspecified)
[13] O=C(NN1C(=O)C2C3C=CC(C4CC34)C2C1=O)c1ccc(Br)cc1 (stereo unspecified)
[14] O=C(CCN1CCN(c2ccccc2)CC1)NNC(=S)Nc1ccccc1
[15] CC(=O)NC(CC(=O)Nc1ccc(S(=O)(=O)N2CCCCC2)cc1)c1ccccc1 (stereo unspecified)
[16] CC1CCc2c(sc3ncn(CCO)c(=O)c23)C1 (stereo unspecified)
assay / entry | 9 | 10 | 11 | 12 | 13 | 14 | 15 | 16
USP1 inh | -2% | -24% | -22% | -6% | -17% | -18% | -22% | -14%
TRHR agonist | 0.4 | 0.2 | -0.4 | 0.7 | 0.2 | -0.3 | -0.2 | 0.2
D2 ag | 1.1 | -0.4 | 2.3 | 0.2 | 0.1 | 56* | 0.1 | 1.7
TrxR1 substrate | -13% | 11% | 132%[activator] | -5% | -6%[57.1 µM] | 4% | 7% | 6%
TrxR1 inh | -16% | 8%[57.1 µM] | -9% | 4% | 26%[57.1 µM] | 2% | 11% | 15%
D2 antag | 12 | -2 | -4 | 19 | -1 | 61* | -30 | -3
PI4K2A block | -4 | -6 | 3 | 1 | 1 | 0 | -14 | 1
TRHR PAM | 12 | -9 | -5 | 0 | -6 | 3 | -4 | 1
IDH1 R132H inh | 2% | 5% | -6% | 5% | 1% | -2% | -1% | 18%

# Entries of single compounds, looked up by structure:
# O=C1CSC(=S)N1CC1CCCO1 (stereo unspecified) across the screens: USP1 inh = -6%; TRHR agonist = 0.7; D2 ag = 0.2; TrxR1 substrate = -5%; TrxR1 inh = 4%; D2 antag = 19; PI4K2A block = 1; TRHR PAM = 0; IDH1 R132H inh = 5%
# CC1CCc2c(sc3ncn(CCO)c(=O)c23)C1 (stereo unspecified) across the screens: USP1 inh = -14%; TRHR agonist = 0.2; D2 ag = 1.7; TrxR1 substrate = 6%; TrxR1 inh = 15%; D2 antag = -3; PI4K2A block = 1; TRHR PAM = 1; IDH1 R132H inh = 18%

# (more compounds)
[17] COc1ccc(C2CC(c3ccccc3)=NN2C(=O)CN2N=NC3C(=O)N(c4cccc(F)c4)C(=O)C32)cc1 (stereo unspecified)
[18] CCOCc1nnc(NC(=O)c2cc(OC)c(OC)cc2[N+](=O)[O-])s1
[19] COc1ccc(CCNC(=O)c2nc(-c3cccs3)no2)cc1OC
[20] Nn1c(Cc2ccccc2F)nnc1SCC(=O)N1CC(=O)Nc2ccccc21
[21] O=C(CCC(=O)N1CCCC(Nc2ccccc2)C1)c1ccc(F)cc1 (stereo unspecified)
[22] Cn1c(SCC(=O)Nc2ccc3nc(SCC(=O)NC4CC4)sc3c2)nnc1-c1ccccc1
[23] COC(=O)N/N=C/c1c(C)nn(-c2cccc(Cl)c2)c1Cl
[24] CCn1c(C)c2c([n+]1CC)CC(C)(C)CC2=O
assay / entry | 17 | 18 | 19 | 20 | 21 | 22 | 23 | 24
USP1 inh | -8% | 0% | -3% | -12% | -12% | -3% | -6% | 0%
TRHR agonist | 0.9 | 0.6 | 0.1 | -0.4 | -0.2 | -0.5 | -3.0 | 0.4
D2 ag | 1.6 | -0.9 | 0.0 | -2.7 | 0.3 | 0.0 | -1.0 | -0.2
TrxR1 substrate | 3%[57.1 µM] | -1%[57.1 µM] | 5%[57.1 µM] | 6% | -4% | -1% | -4% | 3%[57.1 µM]
TrxR1 inh | 12%[57.1 µM] | 4%[57.1 µM] | 2%[57.1 µM] | 4% | 3% | -6% | -11% | 9%
D2 antag | 5 | -18 | 0 | -23 | 5 | 18 | -10 | -5
PI4K2A block | 4 | 2 | -1 | -1 | 0 | 0 | 1 | -1
TRHR PAM | -3 | -1 | -5 | -5 | -6 | -4 | -9 | 3
IDH1 R132H inh | -3% | 3% | 8% | -1% | 1% | 1% | 8% | 3%

[25] COc1ccccc1-c1nc2c3c(-c4ccccc4)c(-c4ccccc4)oc3ncn2n1
[26] COc1cc(/C=N\NC(=O)c2ccc(-c3ccccc3)cc2)ccc1OCC(N)=O
[27] C/C=C/c1ccc(OCCCCN2C(=O)NC(C)(C)C2=O)c(OC)c1
[28] C#CCOCCOCCOCCNc1nc(N2CCN(C(=O)[C@H]([C@@H](C)CC)n3cc([C@@H](N)CO)nn3)CC2)nc(N2CCN(C(=O)[C@H]([C@@H](C)CC)n3cc([C@@H](N)CO)nn3)CC2)n1
[29] CCCN1CCN(CC(=O)Nc2nncs2)CC1
[30] COc1cccc(CNC(=O)c2cnc(N3CCCCC3)c3ccccc23)c1
[31] Cc1ccc2nc(N(CCCN(C)C)C(=O)CS(=O)(=O)c3ccccc3)sc2c1
[32] C=C(C)CN1C(=O)c2ccccc2C1=O
assay / entry | 25 | 26 | 27 | 28 | 29 | 30 | 31 | 32
USP1 inh | -7% | -13% | -10% | . | -10% | -14% | -2% | -22%
TRHR agonist | 0.7 | -0.2 | -0.5 | -0.9 | 0.2 | -0.2 | 0.7 | 0.4
D2 ag | 0.2 | -0.2 | -2.9 | -0.8 | 0.2 | 0.2 | 0.3 | 0.2
TrxR1 substrate | 6% | 11% | 6%[57.1 µM] | . | -4%[11.4 µM] | 1%[57.1 µM] | -16% | 8%
TrxR1 inh | 9% | 3% | -10%[57.1 µM] | . | -2% | 24%[57.1 µM] | -19% | 14%
D2 antag | . | 9 | -10 | -7 | -8 | . | 7 | 4
PI4K2A block | 3 | 3 | 5 | . | 4 | 0 | 2 | -2
TRHR PAM | 2 | -11 | -4 | -2 | 3 | 1 | 8 | 21
IDH1 R132H inh | 0% | -1% | 3% | . | -1% | 0% | 1% | 4%

# Some of these compounds in order of heavy-atom count, smallest number first:
[32] C=C(C)CN1C(=O)c2ccccc2C1=O
[27] C/C=C/c1ccc(OCCCCN2C(=O)NC(C)(C)C2=O)c(OC)c1
[25] COc1ccccc1-c1nc2c3c(-c4ccccc4)c(-c4ccccc4)oc3ncn2n1
assay / entry | 32 | 27 | 25
USP1 inh | -22% | -10% | -7%
TRHR agonist | 0.4 | -0.5 | 0.7
D2 ag | 0.2 | -2.9 | 0.2
TrxR1 substrate | 8% | 6%[57.1 µM] | 6%
TrxR1 inh | 14% | -10%[57.1 µM] | 9%
D2 antag | 4 | -10 | .
PI4K2A block | -2 | 5 | 3
TRHR PAM | 21 | -4 | 2
IDH1 R132H inh | 4% | 3% | 0%

# Carrying on.
[33] Cc1ccc(C)c(S(=O)(=O)NCc2ccc(C(=O)N3CCOCC3)cc2)c1
[34] NC(=O)CSc1nc2sc3c(c2c2ncnn12)CCCC3
[35] Cc1cc(C)c(C)c(OCC(=O)NCC2CCCO2)c1 (stereo unspecified)
[36] Cc1ccc(S(=O)(=O)N2CCN(Cc3nc4ccccc4n3C)CC2)cc1
[37] CN(C(=O)c1ccc(N2CCOCC2)c([N+](=O)[O-])c1)C1CCCCC1
[38] CS(=O)(=O)NN1C(=O)c2ccccc2NC12CCCC2
[39] COC(=O)CN(c1cccc(F)c1)S(C)(=O)=O
assay / entry | 33 | 34 | 35 | 36 | 37 | 38 | 39
USP1 inh | -8% | -12% | -9% | -34% | -25% | -15% | -10%
TRHR agonist | 0.4 | -0.2 | -1.1 | 0.3 | -1.2 | 0.3 | -0.3
D2 ag | -0.6 | 1.0 | -0.4 | -0.8 | -0.3 | 2.2 | -0.5
TrxR1 substrate | -2% | -2% | -4% | 7% | -8% | 102%[activator][57.1 µM] | 10%[57.1 µM]
TrxR1 inh | 21% | -8% | 11% | -15% | 9%[57.1 µM] | 14%[57.1 µM] | 12%[57.1 µM]
D2 antag | -11 | -7 | -7 | -11 | 4 | -7 | 23
PI4K2A block | 3 | -5 | -1 | 0 | -1 | 2 | 7
TRHR PAM | 10 | 3 | 0 | 19 | -8 | -2 | -2
IDH1 R132H inh | -2% | 2% | 5% | -7% | 5% | 0% | 2%
